CR mimetic SO: lowers age-related superoxide in aged yeast cells; S. cerevisiae aged cells, superoxide DHE fluorescence; stronger effect = lower value; superoxide response (% of plate mean), % at 10 µM; 330,000 compounds, 0.18% hits; AID 2690;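 active = superoxide response under a set limit, about three screen SD below normal, cut at about 65% in these data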;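 also: yeast aged for seven days with compound at 30 °C before DHE staining; 100% = average MFI of all compound-treated wells on the plate with controls excluded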
core dimer inh: HCV core protein dimerization inhibition | inhibition, % at 5 µM | TR-FRET GST/Flag-core106 dimerization, 1536-well | AID 1899 | 300,000 compounds, 0.33% hits;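 active = inhibition above the mean of all tested compounds plus 3 SD, set per screening campaign, cut at about 45% in these data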
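Assay system: tagged HCV core106 pair (GST and Flag); medium: KF-containing HEPES buffer, pH 7.45, DTT, CHAPS, BSA; also added: Eu donor and XL665 acceptor anti-tag antibodies; dosing: 5 µM single dose; timing: compound-protein-antibody incubation 4 h at 22.5 °C; signal: TR-FRET 671 and 617 nm emission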
TPT1 inh: blocks Candida albicans tRNA 2'-phosphotransferase. recombinant caTPT1, FP RNA substrate dephosphorylation. inhibition, % at 5 µM. 300,000 compounds, 0.81% hits. AID 1962;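 active = inhibition above the mean of all tested compounds plus 3 SD, set per screening campaign, cut at about 24% in these data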;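 also: plate controls were DMSO alone for no effect and ferristatin control at 100 nM for full effect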
Fh CTSL1 inh: cathepsin L1 inhibition, PFM18AAP counter-screen | recombinant F. hepatica cathepsin L1, Z-Leu-Arg-MCA fluorescence | inhibition, % at 5.96 µM | 300,000 compounds, 0.49% hits | AID 1906;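 active = inhibition above the mean of all tested compounds plus 3 SD, set per screening campaign, cut at about 17% in these data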;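 also: 0% = plate median of test compound wells and 100% = 1 µM Z-Phe-Ala-diazomethylketone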
PP5 inh: inhibitors of human protein phosphatase 5 (PP5); purified PP5c, OMFP substrate fluorescence; 320,000 compounds, 0.18% hits; P53041; inhibition, % at 6.7 µM; AID 1987;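 active = inhibition above the campaign's mean inhibition across all tested compounds plus 3 SD, cut at about 9.5% in these data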;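 also: 0% = DMSO only and 100% = 100 µM cantharidin control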
Target sequence (P53041 whole entry, looked up): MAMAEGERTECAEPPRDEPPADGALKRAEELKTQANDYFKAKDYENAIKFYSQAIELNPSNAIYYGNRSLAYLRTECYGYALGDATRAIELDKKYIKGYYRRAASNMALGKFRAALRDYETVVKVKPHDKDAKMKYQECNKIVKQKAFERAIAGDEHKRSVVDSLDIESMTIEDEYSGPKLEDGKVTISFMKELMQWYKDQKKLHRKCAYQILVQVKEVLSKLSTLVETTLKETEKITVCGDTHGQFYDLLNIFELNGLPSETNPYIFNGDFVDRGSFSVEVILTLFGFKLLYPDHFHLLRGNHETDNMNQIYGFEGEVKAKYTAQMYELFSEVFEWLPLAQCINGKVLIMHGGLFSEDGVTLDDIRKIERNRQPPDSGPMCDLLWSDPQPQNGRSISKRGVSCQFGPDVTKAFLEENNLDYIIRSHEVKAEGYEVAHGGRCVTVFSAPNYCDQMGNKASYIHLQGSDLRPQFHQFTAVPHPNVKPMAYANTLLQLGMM
JMJD2C inh: blocks human GASC-1 demethylase activity | 330,000 compounds, 0.069% hits | inhibition, % at 2.35 µM | AID 2099 | GST-JMJD2C(1-420) H3K9me3 demethylation, DELFIA europium;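 active = more than half of a compound's replicate wells show inhibition beyond 50%, single wells judged on their own value; inconclusive = some, but no more than half, of replicates pass 50% inhibition; inactive = no replicate passes 50% inhibition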;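 also: signal counts dimethyl H3K9 product captured on neutravidin plate; 0% = median of DMSO wells and 100% = 0.3 times that DMSO median; strong numbers were not always called active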
EBNA-1 inhibitor: blocks EBNA-1 binding to DNA. EBNA-1 DNA binding, fluorescence polarization. inhibition, % at 14.8 µM. 300,000 compounds, 0.34% hits; in the data active = inhibition above about 28%
ZTA DNA inh: ZTA (EBV) inhibition in EBNA-1 counter-screen | AID 2234 | 320,000 compounds, 0.15% hits | inhibition, % at 11 µM | P03206 | ZTA-DNA binding, fluorescence polarization; in the data active = inhibition above about 33%
Target sequence (P03206 whole entry, looked up): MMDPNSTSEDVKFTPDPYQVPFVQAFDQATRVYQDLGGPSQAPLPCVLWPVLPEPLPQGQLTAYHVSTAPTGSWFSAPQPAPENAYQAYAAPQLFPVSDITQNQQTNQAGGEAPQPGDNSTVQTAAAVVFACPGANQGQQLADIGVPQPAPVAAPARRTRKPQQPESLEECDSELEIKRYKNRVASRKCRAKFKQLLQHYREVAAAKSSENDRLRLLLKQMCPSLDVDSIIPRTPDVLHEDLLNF
PP1 inh: blocks human PP1-alpha phosphatase, a PP5 counter-screen; P62136; 320,000 compounds, 0.9% hits; inhibition, % at 6.7 µM; AID 2235; purified PP1alpha, OMFP fluorescence;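 active = inhibition above the mean inhibition of all tested compounds plus 3 SD, computed separately for each screening campaign, cut at about 15% in these data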
* hit, by the source's call; i = inactive; ? = inconclusive; . = not tested or not shown; & = joins results of further samples.

Compound,CR mimetic SO,core dimer inh,TPT1 inh,Fh CTSL1 inh,PP5 inh,JMJD2C inh,EBNA-1 inhibitor,ZTA DNA inh,PP1 inh
CC(C)c1ccc(N(C(=O)c2csnn2)C(C(=O)NC(C)(C)C)c2cccnc2)cc1 (configuration not stated),108,-3,-1,-1,-1.1,7,-2,-10,-1
CC1(c2ccc3ccccc3c2)NC(=O)N(CC(=O)N2CCCC(C(F)(F)F)C2)C1=O (configuration not stated),90,.,.,.,1.5,4,.,3,-7
Cc1ccc(CSCC(=O)NCc2cccs2)cc1,103,-2,1,-2,-2.5,-7,-1,8,-1
CCOC(CCNC(=O)c1cc(-c2cccs2)nc2ccccc12)OCC,105,1,0,4,-0.7,-8,6,3,1
CCOC(=O)c1ccc(-n2c(CN3CCN(CC)CC3)nc3ccc([N+](=O)[O-])cc3c2=O)cc1,102,6,0,3,-1.9,4,4,4,0
COc1cccc(OCc2nnc3n2N=C(c2ccccc2)C(CC(=O)O)S3)c1 (configuration not stated),100,7,2,0,-0.5,37,5,2,0
O=C1CSC(=S)N1/N=C/c1c(F)cccc1F,84,3,3,-1,0.6,-4,-3,1,0
CCCS(=O)(=O)N1CCCC(C(=O)Oc2ccc(Cl)cc2)C1 (configuration not stated),110,-5,3,-28,4.2,-9,1,-7,-7
O=C(CSc1nc2ccccc2o1)Nc1ccccc1N1CCCCCC1,82,6,1,0,3.4,12,-12,3,-4
Cc1cc(S(=O)(=O)N2CCOCC2)ccc1OCC(=O)Nc1ccc(F)cc1F,102,8,-3,2,-0.1,-6,-5,7,1
CCN(c1cccc(C)c1)S(=O)(=O)c1ccc2c3c(cccc13)C(=O)N2,100,-7,-3,0,4.6,2,0,-11,10
CSc1nc(C)cc(OCCO)n1,99,-1,-7,-5,1.3,3,3,-12,1
COc1ccccc1N1CCN(CCC(=O)Nc2ccc(F)cc2)CC1,107,10,-2,-3,-1.9,1,-3,-1,0
Cc1noc(C)c1S(=O)(=O)N(CC(=O)NCc1ccccc1)c1ccc(C(C)C)cc1,86,4,-3,5,3.9,7,9,5,1
COCCCn1c(=O)c2sccc2n2c(CCCC(=O)N3CCN(c4ccccn4)CC3)nnc12,91,3,-4,0,1.4,-32,2,-1,-3
C=CCN(CC=C)C(=O)C1CCN(S(=O)(=O)c2ccc(-n3cnnn3)cc2)CC1,91,4,-1,-4,1.6,19,1,-15,0
COCCn1ccc2c(OCC(=O)NCCc3ccccc3)cccc2c1=O,99,-1,3,2,0.0,1,-1,-3,-6
CN1CCCN(Cc2nc(-c3ccc(Cl)cc3)no2)CC1,98,2,2,-5,-1.2,5,1,7,-5
O=C1CCCc2nn(-c3ccccc3)nc21,99,-2,-1,-3,0.7,-1,1,2,-2
CCOC(=O)c1ccc(NC(=O)c2nc[nH]c2C(=O)NCCCNC(=O)c2[nH]cnc2C(=O)Nc2ccc(C(=O)OCC)cc2)cc1,95,.,.,.,1.5,-9,.,18,1
CCOC(=O)C(CCCOc1ccc(C)cc1)C(=O)OCC,101,2,5,1,2.2,3,-14,5,-5
COc1cccc(-c2c(C#N)c(SC)nc3cc(C)nn23)c1,102,-1,-4,0,0.6,1,4,-14,0
C=C(C)C(=O)N1CC2(CC(c3cccc(NC(=O)CCCCC)c3)=NO2)C[C@H]1C(N)=O (some centres not stated),88,-17,-2,-2,1.0,-3,9,-20,4
CCOC(=O)c1cc(C(=O)Nc2ccc(S(=O)(=O)Nc3ccc(OC)cc3)cc2)nn1C,94,13,-2,-2,6.5,13,-12,3,2
O=C1CCCC(O)=C1C=Nc1ccc(O)cc1,96,-1,-1,1,2.4,7,-7,0,-2
COc1cccc(NC(=S)Nc2cc(C(=O)O)ccc2N2CC3CC(C2)c2cccc(=O)n2C3)c1 (configuration not stated),102,-2,-2,1,0.7,-3,-5,-10,1
CCOC(=O)/C=c1\sc2n(c1=O)CCN=2,105,0,0,1,-0.4,12,11,21,-6
CCC(C)OC(=O)C1C(c2ccccc2)C(C(=O)O)C1c1ccccc1 (configuration not stated),92,-1,-1,3,-0.8,-1,-2,-8,7
CN(Cc1ccc(F)cc1)C(=O)CNC(=O)c1cccs1,113,.,.,.,0.8,10,.,12,-4
COc1ccc2sc(-c3ccc(N(C)C)cc3)c(C#CCCO)c2c1,115,.,.,.,4.6,-7,.,-3,-5
Cc1c(C(=O)O)oc2ccc(S(=O)(=O)N3CCCCC3C(=O)O)cc12 (configuration not stated),99,0,-1,3,-1.6,4,-1,2,-3
Cc1ccc(C(=O)NCC(=O)N2CCN(c3ncccn3)CC2)s1,107,-7,1,-5,-3.5,0,-10,-17,3
O=C(NC(=S)NN1CCCCC1c1cccnc1)c1ccc(Cl)cc1Cl (configuration not stated),87,-2,-4,1,-0.6,-2,-12,5,-2
CC(C)COn1c(=S)[nH]c2ccccc2c1=O,98,0,2,-1,3.5,-10,-24,-15,-5
CCn1c2ccccc2c2cc(NC(=O)C(C)OC(=O)c3ccc(NC(=O)CC#N)cc3)ccc21 (configuration not stated),101,.,.,.,2.6,-3,.,-8,1
CN(CC(=O)NCCCN1CCOCC1)S(=O)(=O)c1ccc(F)cc1,118,7,-1,2,3.1,8,-5,9,0
O=S(=O)(c1ccccc1)N1CCN(Cc2cccc(Br)c2)CC1,97,-3,2,-1,3.0,-11,-2,5,-2
COc1ccc(CNC(=S)Nc2cc(C)ccc2C)cc1,108,-4,-2,0,4.3,4,-15,-1,-2
COc1ccc([C@H]2CC(=O)C=C(c3ccc(SC)cc3)C2)cc1,97,.,.,.,1.1,0,.,-23,1
CCCCCC/C(C=O)=C\c1ccccc1,76,.,.,.,1.5,16,.,-7,-1
CC1C/C(=N/Nc2ccc([N+](=O)[O-])cc2[N+](=O)[O-])CC(C)(C)C1 (configuration not stated),107,10,-3,4,0.5,3,12,5,-1
CCSc1nnc(SCC(=O)NNC(=O)c2ccccc2F)s1,97,0,0,-3,-2.0,1,2,-10,-2
Cc1ccccc1N1CCN(C2CCCN(C(=O)c3noc4c3CCCC4)C2)CC1 (configuration not stated),102,0,-7,2,0.7,-1,1,-9,-1
Cc1nnsc1C(=O)NNC(=O)Nc1ccccc1,72,-10,-5,2,0.7,16,9,-3,1
COc1ccccc1CN=C1Nc2ccccc2CS1,100,-1,-4,-4,5.7,-16,5,-19,1
Cc1nn(C)c(C(=O)N/N=C/c2ccccc2)c1[N+](=O)[O-],90,-9,0,-2,5.0,-4,0,3,-2
CC(CC(=O)Nc1cccc(S(=O)(=O)N2CCCCC2)c1)c1ccccc1 (configuration not stated),95,.,.,.,8.4,-4,.,-6,-1
Cc1ccc2nc(NC(=O)CCNS(=O)(=O)c3ccc(Br)s3)sc2c1,113,2,-3,0,1.6,0,4,11,-1
COC(=O)COC(=O)c1ccc(O)cc1,92,-1,1,0,1.2,-4,-3,8,-1
Cc1ccc(S(=O)(=O)N2CCC3(CC2)OCCN3S(=O)(=O)c2c(C)cc(C)cc2C)cc1,86,2,4,0,1.2,-4,-2,8,-2
CCOC(=O)NC(=O)C(=CNc1cccc(C)c1)C(=O)NC(=O)OCC,107,-10,0,0,-2.5,19,1,2,-2
CCCCc1ccc(-c2csc(/C(C#N)=C\c3ccc(C)o3)n2)cc1,89,-4,4,3,0.0,-6,3,-1,0
Cc1cc(C)nc(-n2nc(C)c3c(C(F)F)cc(C)nc32)n1,103,1,0,1,2.9,i,-3,-11,0
COc1ccc(CC(=O)NCc2ccccc2)cc1,102,12,0,-2,-2.2,13,5,8,-1
O=c1c(Cc2ccc(Cl)cc2Cl)c(O)ccn1Cc1ccc(Cl)cc1,100,6,1,5,2.7,6,2,3,3
O=C(Cn1ncc2c(=O)oc3ccccc3c21)NCCc1ccsc1,85,-3,-4,-1,0.0,-4,3,1,-2
COc1cc(OC)cc(-c2cc3nc4c(c(N5CCN(c6ncccn6)CC5)n3n2)CCCC4)c1,128,3,0,1,4.0,17,-13,-21,-2
O=C(Nc1ccccc1OC(F)F)c1oc2ccccc2c1COc1ccccc1,71,5,4,2,-5.1,-1,8,2,2
O=C(O)[C@]1(S(=O)(=O)c2ccccc2)C[C@@H]2ON=C(c3cccc(Br)c3)[C@@H]2C1,97,6,1,5,-3.0,39,13,9,-2
O=C1C=C(c2ccc(C(=O)O)cc2)C[C@@H](c2ccc3c(c2)OCO3)C1,133,.,.,.,1.6,-1,.,19,-6

Next results.
Compound,CR mimetic SO,core dimer inh,TPT1 inh,Fh CTSL1 inh,PP5 inh,JMJD2C inh,EBNA-1 inhibitor,ZTA DNA inh,PP1 inh
CN(C)c1nc(NCc2ccccc2)nc(Oc2ccc(=O)[nH]n2)n1,99,-2,-1,-1,2.9,6,-1,-14,0
CC(C)(C)NC(=O)NC(=O)CN1c2cccc3cccc(c23)S1(=O)=O,108,0,3,2,1.8,11,-4,-9,0
CC(=O)N1CCCc2cc(S(=O)(=O)CCC(=O)N3CCN(c4cccc(C)c4)C(C)C3)ccc21 (configuration not stated),100,-28,0,-15,-1.1,6,12,3,0
NC(=O)CSc1ccc(Br)cc1,108,-5,0,1,2.6,-7,-1,-11,-1
CCn1cc(C(=O)NCCC(=O)NCCCO)c(=O)c2cc3c(cc21)OCO3,98,2,-3,3,0.8,7,8,2,0
O=C(COc1ccccc1)N1CCN(c2ncnc3c2cnn3-c2ccccc2)CC1,105,-1,0,-16,3.0,-7&1,3,1,1
CC(C(=O)Nc1ccc(C#N)cc1)N(C)Cc1cccs1 (configuration not stated),99,10,0,-3,2.6,6,-6,-29,1
COc1ccc(C)cc1N(CC(=O)NCCSCc1cccc(Cl)c1)S(C)(=O)=O,101,-3,-3,3,1.6,-37,4,0,-1
CCCCn1c(N)c(N(CC(C)C)C(=O)c2ccc(Cl)c(S(=O)(=O)N3CCCC3)c2)c(=O)[nH]c1=O,105,2,-1,2,0.9,?,-7,-5,-3
COc1cccc(C2Cc3ccccc3C(=O)O2)c1 (configuration not stated),100,4,-4,1,-0.7,5,-3,9,0
CCOc1cc(CNCc2cccs2)ccc1OCC(=O)NC(C)(C)C,94,-4,0,-2,2.0,-1,-5,12,-3
COc1ccc(CN(C(=O)c2cc(=O)c3ccccc3o2)C2CCS(=O)(=O)C2)cc1OC (configuration not stated),103,-13,-3,-2,2.2,-3,-5,-13,4
Cc1cc(C(=O)COC(=O)Cn2cnc3c2c(=O)n(C)c(=O)n3C)c(C)n1C,107,-4,1,0,0.1,4,2,-4,-1
COc1cccc(CNc2nnnn2C)c1OC,91,2,0,-1,0.4,-2,-6,-5,-3
Cc1nc2ccccn2c1C(=O)NNS(=O)(=O)c1ccc(C(C)(C)C)cc1,99,-8,2,4,-2.1,10,7,5,3
CCOC(=O)C1(C)/C(=N/Nc2ccccc2OC)C(=O)C(=O)N1c1ccccc1 (configuration not stated),91,4,1,-1,2.1,-1,-7,0,-3
COc1cc(/C=C(\NC(C)=O)C(=O)Nc2ccc(NC(C)=O)cc2)ccc1OC(C)=O,105,-15,-1,2,2.4,13,-3,-21,1

Screens as filed in PubChem BioAssay.
